PolyA inh: blocks polyadenylation in yeast reporter cells. S. cerevisiae SKY197-pL101 polyadenylation reporter, beta-gal luminescence; efflux-impaired pdr1/pdr3 knockout yeast; score 100 = 6 SD above DMSO. calls only at 12 µM. 300,000 tested, 0.02% active. AID 1875;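 active = lowest replicate activity score at least 50, where 100 means six control SD above control mean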;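 note: yeast exposed to compound for 9 h at 30 °C; higher score means more reporter readthrough which indicates perturbed polyadenylation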
GSK3beta inhib: blocks human GSK3beta kinase activity. GST-GSK3beta kinase, ADP-Glo luminescence, 60 min; hits give low values. activity score (negative = inhibition), % at 10 µM. AID 2097. 300,000 tested, 0.038% active;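 active = more than half of replicate wells score below -50%, meaning over 50% inhibition versus plate controls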;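 note: 0% = median DMSO wells and -100% = median GW8510 positive control wells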
Target sequence (P49841 whole entry, looked up): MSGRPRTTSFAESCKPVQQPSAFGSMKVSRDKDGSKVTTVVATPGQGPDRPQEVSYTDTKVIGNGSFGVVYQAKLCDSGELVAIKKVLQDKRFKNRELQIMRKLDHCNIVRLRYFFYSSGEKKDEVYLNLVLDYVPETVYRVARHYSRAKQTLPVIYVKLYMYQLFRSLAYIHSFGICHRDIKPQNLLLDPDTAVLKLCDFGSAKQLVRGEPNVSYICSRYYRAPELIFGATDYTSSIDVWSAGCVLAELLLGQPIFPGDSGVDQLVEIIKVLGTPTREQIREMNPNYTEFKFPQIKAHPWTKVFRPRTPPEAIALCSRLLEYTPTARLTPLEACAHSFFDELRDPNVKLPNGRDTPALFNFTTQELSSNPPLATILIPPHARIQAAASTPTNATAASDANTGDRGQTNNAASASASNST
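Assay system: GST-tagged human GSK3beta kinase, cell-free; Input: 1.6 ng GSK3beta; Medium: Tris/MgCl2 kinase buffer; Timing: 60 min enzyme reaction, room temperature; Signal: ADP-Glo luminescence quantifying ADP generated by kinase; Evaluation: score relative to plate controls; Benchmarks: DMSO neutral wells and GW8510 at 20 µM as positive.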
HSF1 inhib: HSF1 inhibition | NIH3T3-HGL HSE-luciferase, MG132-induced, luminescence 8 h; hits give low values | activity change, negative = inhibition, % at 7.5 µM (by protocol) | 300,000 tested, 0.77% active | AID 2098;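 active = more than half of replicate wells show activity change below -50%, luminescence cut by over half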;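 note: luciferase reports HSF-1 transcriptional activity via heat shock element; 0% = median of DMSO wells and -100% = zero luminescence signal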
KLF5 inh: kruppel-like factor 5 inhibition | AID 1700 | DLD-1 KLF5 promoter-luciferase reporter, luminescence | inhibition, % at 5 µM | 290,000 tested, 0.23% active;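 active = inhibition above a per-plate limit of that plate's mean compound inhibition plus 3 SD, cut at about 60% in these data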;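 note: 0% = DMSO wells and 100% = LY294002 at 200 µM; higher means less KLF5 promoter-driven luciferase light; inactives centre near -14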
AI-2 QS modul: modulates the Vibrio harveyi AI-2 quorum sensing system | Vibrio harveyi JMH597 AI-2 luminescence/OD600 ratio, 9 h; hits give low values; strain lacks LuxN and CqsS sensors; 0 = neutral-control median | activity change, % at 7.5 µM | 300,000 tested, 0.4% active | AID 2094; in the data active = activity change below about -75%, passing the limit was not always enough;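 note: luminescence divided by OD600 gain over 9 h not by final OD600 alone; inactives centre near 13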
aSyn UTR inh: MLPCN primary screen, SNCA 5' untranslated region. AID 1813. alpha-synuclein 5'UTR reporter, inhibitor activity. 300,000 tested, 0.82% active. inhibition, % (tested at 7.5 µM); in the data active = inhibition above about 60%;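 note: H4 neuroglioblastoma cells stably carrying SNCA 5'UTR luciferase fusion; 0% = DMSO wells and 100% = positive control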
IEC-6 tox: kills IEC-6 intestinal cells in KLF5 counter-screen; AID 1825; 290,000 tested, 0.78% active; IEC-6 cytotoxicity, luminescence viability; inhibition, % at 5 µM; in the data active = inhibition above about 22%;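 note: 0% = plate median of test compound wells and 100% = cytotoxic reference compound wells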
HSF-1 act: increases HSF-1 driven luciferase reporter signal; NIH3T3-HGL HSF-1 luciferase reporter, MG132, 8 h; 100% = twice DMSO control signal; activation, % at 9 µM; 300,000 tested, 1.7% active; AID 504408;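 active = mean replicate activation of at least 50% with a set share of replicates each reaching 50%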;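 note: 0% = median of the neutral control wells and 100% = twice that signal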
HSP90 refold inh: inhibitors of HSP90 luciferase refolding in rabbit reticulocyte lysate | 290,000 tested, 0.91% active | luciferase refolding luminescence, 3 h | inhibition, % at 5.6 µM;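 active = inhibition above the screen-wide mean plus 3 SD, computed separately per campaign, cut at about 16% in these data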;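 note: 0% = DMSO wells and 100% = 60 µM geldanamycin wells; inhibitors lower the luminescence because luciferase stays unfolded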
GSK3A inh: inhibitors of human GSK-3 alpha kinase; ADP-Glo luminescence, 60 min; inhibition, % at 10 µM; 320,000 tested, 0.1% active;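 in the data active = inhibition above about 50%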;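 note: GST-tagged GSK-3 alpha with peptide substrate and 25 µM ATP; 0% = DMSO neutral wells and 100% = GW8510 positive control wells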
Target sequence (P49840 whole entry, looked up): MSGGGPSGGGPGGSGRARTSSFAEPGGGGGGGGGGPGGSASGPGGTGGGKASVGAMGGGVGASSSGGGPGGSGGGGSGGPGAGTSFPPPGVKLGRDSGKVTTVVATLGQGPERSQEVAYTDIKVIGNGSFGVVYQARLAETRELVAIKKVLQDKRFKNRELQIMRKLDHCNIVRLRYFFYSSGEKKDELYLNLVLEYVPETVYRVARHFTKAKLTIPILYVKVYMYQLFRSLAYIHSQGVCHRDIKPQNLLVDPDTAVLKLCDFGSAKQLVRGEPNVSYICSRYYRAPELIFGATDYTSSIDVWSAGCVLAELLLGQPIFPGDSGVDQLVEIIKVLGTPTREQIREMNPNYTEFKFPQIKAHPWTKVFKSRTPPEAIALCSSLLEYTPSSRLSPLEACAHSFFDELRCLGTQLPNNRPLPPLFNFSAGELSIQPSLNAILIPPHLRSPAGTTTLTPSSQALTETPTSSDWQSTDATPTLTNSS
The depositor's hits bear a star; i = inactive; x = not tested or not shown.

1	CCOC(=O)N1CCC(Nc2c(NCCCN3CCN(CC)CC3)c(=O)c2=O)CC1
2	Cc1onc(-c2ccccc2)c1CNC(=O)CN1C(=O)c2ccccc2C1=O
3	O=C(CSc1nnc(Cc2ccccc2)o1)c1ccc(F)cc1
4	Cc1ccc(OC(=O)c2sc3ncn(C)c(=O)c3c2C)cc1
5	C=CCNc1sc(C(=O)c2cccs2)c(N)c1C#N
6	CCOC(=O)CNC(=O)C1c2ccccc2C(=O)N(c2ccc(OC)cc2)C1c1ccc(OC)cc1 (centres undefined)
7	CN(C)CCSc1nnc2sc3ccccc3n12
8	CCC(C)[C@H](NC(=O)[C@@H]1CSC2c3ccccc3C(=O)N21)C(=O)NCc1ccco1 (some centres undefined)
Compound	1	2	3	4	5	6	7	8
PolyA inh	i	i	i	i	i	i	i	i
GSK3beta inhib	-8	-1	-1	3	-2	0	0	1
HSF1 inhib	-9	x	-7	15	-1	0	-3	-1
KLF5 inh	2	19	8	-9	-16	-9	-10	-6
AI-2 QS modul	2	-30	33	6	-11	11	15	3
aSyn UTR inh	2	x	x	-120	-26	-1	3	-17
IEC-6 tox	-7	0	-2	0	4	-6	-4	4
HSF-1 act	-3	x	4	5	-2	19	-3	-3
HSP90 refold inh	-3	0	0	-1	-3	-1	3	-7
GSK3A inh	0	0	1	0	0	-3	1	-1

Single records, from the list above.
Entry for `CCC(C)[C@H](NC(=O)[C@@H]1CSC2c3ccccc3C(=O)N21)C(=O)NCc1ccco1` (some centres undefined) → PolyA inh: i; GSK3beta inhib: 1; HSF1 inhib: -1; KLF5 inh: -6; AI-2 QS modul: 3; aSyn UTR inh: -17; IEC-6 tox: 4; HSF-1 act: -3; HSP90 refold inh: -7; GSK3A inh: -1
Entry for `Cc1onc(-c2ccccc2)c1CNC(=O)CN1C(=O)c2ccccc2C1=O` → PolyA inh: i; GSK3beta inhib: -1; HSF1 inhib: x; KLF5 inh: 19; AI-2 QS modul: -30; aSyn UTR inh: x; IEC-6 tox: 0; HSF-1 act: x; HSP90 refold inh: 0; GSK3A inh: 0

Further structures
9	Cc1ccc(NC(=O)C2CCCN2C(=O)OCc2ccccc2)cc1C (centres undefined)
10	CC(CC(=O)C1C(C)C=CCC1(C)C)NNC(N)=O (centres undefined)
11	CCOc1cc(NC(=O)c2ccccc2C(=O)O)c(OCC)cc1NC(=O)c1ccccc1F
12	CC(C)C(=O)NC(c1ccc(N(C)C)cc1)c1c(O)ccc2ccccc12 (centres undefined)
13	C=CCn1c(SCC(=O)/C(C#N)=C(\C)N)nnc1C1CCCCC1
14	Cc1ccc(S(=O)(=O)NC(=O)Nc2nnc(C3CC3)s2)cc1
15	CC1CCCN(C(=O)c2ccc3c(c2)OCO3)C1 (centres undefined)
16	O=C(OCC(=O)N1CCCC1)c1ccco1
Compound	9	10	11	12	13	14	15	16
PolyA inh	i	i	x	i	i	i	i	i
GSK3beta inhib	-1	3	3	0	0	1	1	1
HSF1 inhib	-2	6	4	-8	-3	6	-3	-1
KLF5 inh	-6	-9	-41	-1	-12	13	-34	-15
AI-2 QS modul	22	-17	7	16	4	10	36	9
aSyn UTR inh	-5	-10	12	-1	9	5	-20	-8
IEC-6 tox	-3	6	-10	5	3	0	1	0
HSF-1 act	5	11	17	-4	4	-13	5	3
HSP90 refold inh	-2	1	-1	-2	2	-1	-1	-2
GSK3A inh	-1	-1	-1	2	-1	13	-1	0

17	COc1ccc(OCC(=O)Nc2ccc(NC(=O)c3ccco3)c(C)c2)cc1
18	CCOC(=O)N1CCN(Cc2ccc(F)cc2F)CC1
19	COCCn1c(SCC(=O)Nc2ccc(OC)c(S(N)(=O)=O)c2)nc2ccccc2c1=O
20	CC(Cc1ccco1)NC(=O)c1ccc(C(F)(F)F)cc1 (centres undefined)
21	CCOC(=O)C1=C(Cc2ccc(F)cc2)C(=O)c2ccccc2C1=O
22	CN(C)c1[nH]c(=O)c(C#N)c2c1CCN2Cc1ccccc1
23	COC(=O)/C(C#N)=C/c1c(-c2ccccc2)nc2n1CCS2
24	O=C(OC(C(=O)Nc1ccc(Cl)c(C(F)(F)F)c1)c1ccccc1)C1=COCCO1 (centres undefined)
Compound	17	18	19	20	21	22	23	24
PolyA inh	i	i	i	i	i	i	i	i
GSK3beta inhib	4	1	0	x	0	1	-5	2
HSF1 inhib	6	-5	-9	33	-1	4	-4	9
KLF5 inh	-16	-20	x	-58	-7	7	-62	-34
AI-2 QS modul	4	14	13	x	2	16	-3	29
aSyn UTR inh	12	10	10	-69	-34	13	8	0
IEC-6 tox	-1	-11	x	-6	3	0	0	1
HSF-1 act	4	17	-8	66*	3	-12	-9	11
HSP90 refold inh	0	-2	x	7	9	1	2	-5
GSK3A inh	x	-3	-2	-1	4	-1	4	1

25	CC1(C)CNC(=O)c2sc(N3CCCCC3)nc2C1
26	O=C1/C(=C/c2cccnc2)Oc2cc(OS(=O)(=O)c3ccc(Cl)cc3)ccc21
27	[O-][N+]12CC[N+]([O-])(CC1)c1ccccc12
28	O=C(NC1=NCCS1)c1cccc(S(=O)(=O)N2CCc3ccccc32)c1
29	CC(=O)N(CC1CCCO1)C1(C(=O)NC2CCCC2)CCCCC1 (centres undefined)
30	CN1CC=C2C(C#N)=C(N)C(C#N)(C#N)[C@H](c3cccc(Cl)c3)C2C1 (some centres undefined)
31	COc1cc(NC(=O)c2oc3ccccc3c2C)ccc1NC(=O)c1ccco1
32	CC1CN(CN2C(=O)c3ccccc3C2=O)CC(C)O1 (centres undefined)
Compound	25	26	27	28	29	30	31	32
PolyA inh	i	i	i	i	i	i	i	i
GSK3beta inhib	-7	46	3	-6	-1	-10	5	x
HSF1 inhib	7	-5	-6	-3	-5	3	-18	-3
KLF5 inh	-51	-24	-14	-1	5	-27	-53	16
AI-2 QS modul	4	-6	0	34	22	26	3	x
aSyn UTR inh	-37	-10	-10	-4	-8	-13	-44	1
IEC-6 tox	0	4	5	-6	2	-1	-2	-1
HSF-1 act	23	-3	0	1	14	15	-30	-6
HSP90 refold inh	4	3	6	2	1	4	4	0
GSK3A inh	-5	0	-3	-3	-1	4	-1	-7

33	Cc1cc(Nc2cccc(Cl)c2)nc(NCc2ccccc2)n1
34	CC(C)(C)CC(=O)Nc1ccc(C(N)=O)cc1
35	Cc1ccc(S(=O)(=O)NCC(=O)N(CC(=O)NCc2ccco2)Cc2ccccc2)cc1
36	O=[N+]([O-])c1c(C(Cl)Cl)nn(-c2ccccc2)c1N1CCCC1
37	Cc1cccc(NC(=O)[C@@H]2CCCN2C(=O)OC(C)(C)C)c1C
38	Cc1cc(C(=O)Nc2ccccn2)no1
39	O=C(/C=C/c1ccccc1)c1ccccn1
40	CC(=O)COC(=O)CCc1nc2ccccc2[nH]c1=O
Compound	33	34	35	36	37	38	39	40
PolyA inh	i	i	i	i	i	i	i	i
GSK3beta inhib	2	4	3	1	2	-1	-1	-1
HSF1 inhib	-2	-1	5	-13	4	7	20	-5
KLF5 inh	-1	10	-15	-2	-29	-34	-21	16
AI-2 QS modul	11	3	24	30	14	1	24	31
aSyn UTR inh	20	8	5	23	-5	-104	-135	22
IEC-6 tox	13	-10	0	-1	-3	1	2	5
HSF-1 act	-2	0	4	-6	-9	6	33	-10
HSP90 refold inh	0	-3	-1	-1	-6	-2	-5	-7
GSK3A inh	1	-1	-1	-5	-2	0	-18	2

41	CC(=O)c1ccc(NC(=O)c2ccc(S(=O)(=O)c3ccccc3)cc2)cc1
42	CCOc1ccc(NC(=O)/C=C/c2ccc(OC)cc2)c([N+](=O)[O-])c1
43	O=S(=O)(c1ccc(Cl)s1)N1CCN(CCc2ccccc2)CC1
44	CC(NC(=O)c1ccc(Cl)cc1)C(=O)N1CCCCC1 (centres undefined)
45	COc1ccc(NC(=O)O/N=C/c2ccncc2)cc1
46	CCOc1ccccc1OCCCC(=O)NC1=NCCS1
47	Cc1cc(-c2ccccc2)nc(N(C)NC(=O)c2c(F)cccc2F)c1S(C)(=O)=O
48	Cc1ccc(OCCN2C(=O)C(=O)c3cccc(C)c32)cc1
Compound	41	42	43	44	45	46	47	48
PolyA inh	i	i	i	i	i	i	i	i
GSK3beta inhib	1	2	-4	1	5	0	0	-6
HSF1 inhib	-10	-7	-2	6	-9	5	2	-13
KLF5 inh	-5	5	-1	-73	-40	-27	6	-13
AI-2 QS modul	10	8	13	9	5	-9	14	10
aSyn UTR inh	-9	-11	29	-9	-33	7	5	-7
IEC-6 tox	-11	0	1	0	-1	-8	-3	0
HSF-1 act	-1	-3	-10	10	-15	-6	9	-7
HSP90 refold inh	-4	1	-2	-1	-1	-5	1	-6
GSK3A inh	0	-4	-6	-2	-2	-1	-1	-1

49	C=C(C)Cn1c(=S)[nH]c2ccccc2c1=O
50	COc1ccc(CNc2oc(C)nc2C#N)cc1
51	N#CC1=C(N)SC2(CCCCC2)SC1c1ccccc1 (centres undefined)
52	O=C(CCN1C(=O)c2ccccc2C1=O)Nc1cccc(S(=O)(=O)N2CCCCC2)c1
53	CN(C)c1ccc(NC(=O)CN2CCc3ccccc3C2)cc1
54	O=C(NC1CCCCC1)c1cc(-c2ccco2)on1
55	CCOc1cc(N2CCOCC2)c(OCC)cc1NC(=O)CN1CCCC(C)C1 (centres undefined)
Compound	49	50	51	52	53	54	55
PolyA inh	i	i	i	i	i	i	i
GSK3beta inhib	3	-3	3	-1	x	-1	-2
HSF1 inhib	0	-3	0	3	2	25	-1
KLF5 inh	-5	-35	-13	-19	-39	-94	-13
AI-2 QS modul	7	40	19	3	x	34	10
aSyn UTR inh	8	-13	-49	0	-79	-128	29
IEC-6 tox	3	0	-14	-3	2	2	6
HSF-1 act	-10	2	-4	6	10	29	7
HSP90 refold inh	7	-1	-1	3	-4	0	-5
GSK3A inh	2	0	2	-1	-5	-2	0

The list is partial (hit frequency here may not be typical).
